Assay outcomes (PubChem BioAssay)
NOD1 NF-kB reporter: NOD1 signaling inhibitors, primary screen, cell-based, luminescence, uHTS (AID 1578) | inhibition, % at 4 µM; hits with a dose series show EC50 in µM | actives 1% (n = 290,000) | NOD1-driven NF-kB luciferase reporter cells, luminescence; higher % means a stronger effect; in the data active means inhibition mostly above about 36%, no sharp cut-off; inactive means mostly below about 34%;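 further: HEK-293T reporter cells stimulated with the NOD1 agonist gamma-tri-DAP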
GPR55 antagonists: GPR55 antagonists blocking LPI-driven arrestin recruitment, primary screen, imaging, U2OS, beta-arrestin-GFP, LPI agonist (AID 2013); U2OS GPR55 beta-arrestin-GFP translocation imaging, LPI antagonism; higher % means a stronger effect; actives 0.13% (n = 290,000); inhibition, % at 10 µM, or IC50 in µM where a hit was titrated;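 active means spots per cell inhibited over 60%, with over 100 cells counted and total cytoplasm intensity under 500,000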;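 further: U2OS cells stably carrying GPR55 and arrestin-GFP stimulated by 5 µM LPI near EC80; imaged beta-arrestin-GFP aggregate spots per cell after agonist stimulation; plate controls were LPI-stimulated DMSO wells for no effect and DMSO wells without LPI for full effect; some results filed as inactive read as strong as hits; confirmed hits need IC50 under 10 µM and bright autofluorescent wells are also inconclusive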
KOR beta-arrestin-1: kappa opioid receptor blockers – cell-based, luminescence, uHTS (AID 1778). one-dose inhibition, % at 10 µM; IC50 in µM for titrated hits. actives 0.091% (n = 290,000). KOR beta-arrestin recruitment, luminescence, antagonist mode; higher % means a stronger effect; in the data active means inhibition above about 50%; further: strong numbers were not always called active
GPR55 beta-arrestin: GPR55 agonists via beta-arrestin recruitment, primary screen, imaging, U2OS cells, beta-arrestin-GFP redistribution (AID 1961); U2OS GPR55 beta-arrestin-GFP redistribution imaging; higher % means a stronger effect; activation, % at 10 µM, or EC50 in µM where a hit was titrated; actives 0.048% (n = 290,000);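 active means activation above 40% with more than 50 cells counted in the well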;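 further: U2OS osteosarcoma cells stably expressing GPR55 and beta-arrestin-GFP; plate controls were DMSO negative control for no effect and LPI positive control for full effect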
MgcRacGAP inhibition: MgcRacGAP GTPase-activating activity inhibitors, confirmation, biochemical, ADP Hunter fluorescence; MgcRacGAP-stimulated Rac1 GTP hydrolysis, ADP Hunter fluorescence; higher % means a stronger effect; GST-tagged Rac1 F28L mutant substrate; inhibition, % at 30 µM; hits with a dose series show IC50 in µM; actives 0.6% (n = 340,000); AID 624330;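 active means first-screen hits whose inhibition reached a set limit at any dose in the follow-up dose series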;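 further: fluorescence reports GDP produced by GAP-driven GTP hydrolysis; strong numbers were not always called active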
KOR beta-arrestin-2: kappa opioid receptor activators – cell-based, luminescence, uHTS, primary screen (AID 1777); activation, % at 10 µM; hits with a dose series show EC50 in µM; KOR beta-arrestin recruitment, luminescence; higher % means a stronger effect; actives 0.02% (n = 280,000); in the data active means activation above about 50%, passing the limit was not always enough; further: a part of the inactive calls stands beside numbers as strong as those of hits
NTR1 agonist: NTR1-driven beta-arrestin-GFP spot formation – imaging, U2OS cells, high content, primary screen (AID 493036); P30989; agonist mode; activation, % at 20 µM; actives 0.17% (n = 330,000);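 active means activation at or above 40% of the spot to cytoplasm intensity ratio, with at least 20 cells analyzed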;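 further: 0% = DMSO without peptide and 100% = 100 nM NTR1 peptide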
Target sequence (P30989 whole entry, looked up): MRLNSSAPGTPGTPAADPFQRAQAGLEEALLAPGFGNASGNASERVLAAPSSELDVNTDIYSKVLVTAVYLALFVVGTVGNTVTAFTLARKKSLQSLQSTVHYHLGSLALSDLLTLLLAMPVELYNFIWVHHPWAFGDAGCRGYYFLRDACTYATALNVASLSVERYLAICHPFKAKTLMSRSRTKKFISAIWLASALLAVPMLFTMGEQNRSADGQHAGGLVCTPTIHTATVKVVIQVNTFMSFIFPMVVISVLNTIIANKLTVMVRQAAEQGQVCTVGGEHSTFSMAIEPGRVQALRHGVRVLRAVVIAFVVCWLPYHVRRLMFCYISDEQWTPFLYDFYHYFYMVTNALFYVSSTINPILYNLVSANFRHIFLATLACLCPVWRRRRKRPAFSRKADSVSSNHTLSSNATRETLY
K1F lysis inhibition: inhibition of K1F phage lysis, E. coli UTI89, bacterial capsule biogenesis inhibitors, alamar blue (AID 488966). E. coli UTI89 K1F phage lysis, alamar blue, 2 h; higher % means a stronger effect. inhibition, % at 100 µM, or IC50 in µM where a hit was titrated. actives 0.02% (n = 340,000);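 active means phage lysis inhibition, versus mean bacterial control, above a set limit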;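 further: capsule biogenesis inhibitors block K1F phage lysis so surviving cells raise fluorescence; higher fluorescence means more inhibition of phage lysis; actives were called in the ten point dose series up to 300 µM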
GPR35 antagonists: inhibition of zaprinast-stimulated GPR35 beta-arrestin translocation – imaging, U2OS, beta-arrestin-GFP, zaprinast agonist, primary screen (AID 2058); actives 0.052% (n = 290,000); one-dose inhibition, % at 10 µM; IC50 in µM for titrated hits; U2OS GPR35 beta-arrestin-GFP translocation imaging, zaprinast antagonism; higher % means a stronger effect;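 active means inhibition of at least 50% with at least 30 cells and total cytoplasm GFP at most 10,000,000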
NTR1 agonist cell count 20 µM: second read-out of NTR1 agonist, no call of its own (marks repeat the call); cell count; measured here: cell count, cytotoxicity flag
* marks the source's active call; other numbers are inactive results; / = no result given; [ ] = dose if it differs, or a comment. Some of the compounds tested; the hit share may differ from the screen's.

SMILES | NOD1 NF-kB reporter | GPR55 antagonists | KOR beta-arrestin-1 | GPR55 beta-arrestin | MgcRacGAP inhibition | KOR beta-arrestin-2 | NTR1 agonist | NTR1 agonist cell count 20 µM | K1F lysis inhibition | GPR35 antagonists
CCOc1ccc(C(C)(N)C(=O)O)cc1 (stereo not drawn) | -10.0% | 1.1% | 22.8% | -0.1% | -12.2% | 1.3% | -2.5 | 90 | -0.3% | -0.5%
O=C1C(=O)N(CCCn2ccnc2)C(c2ccccn2)/C1=C(/O)c1ccccc1 (stereo not drawn) | 4.5% | 1.3% | 12.3% | -0.2% | / | 3.7% | / | / | / | 9.3%
CC(C)N(C)Cc1cn(C)nc1-c1ccc(Oc2ccccc2)cc1 | -16.2% | 1.9% | -29.5%[20 µM] | -0.2% | 16.7% | 0.9% | 0.4 | 53 | 0.3% | -6.4%
COC(C[C@@H](O)[C@@H](C)[C@@H](O)COCc1ccccc1)OC | 1.5% | -1.1% | 7.2% | -0.1% | 2.5% | -1.8% | 2.8 | 84 | 1.9% | -5.8%
CC(NC(=O)c1ccco1)c1nc(-c2ccccc2)no1 (stereo not drawn) | -14.6% | -8.9% | -17.4% | 0.2% | 4.0% | -2.7% | -1.8 | 48 | 0.0% | -7.8%
Cn1c(O)c(C2=c3ccccc3=NC2=O)[nH]c1=S | 7.1% | -6.2% | -46.2% | 0.7% | 7.8% | -3.6% | 5.6 | 40 | 2.7% | -9.6%
CC(OC(=O)c1ccc(S(=O)(=O)NCc2ccco2)cc1)C(=O)Nc1ncc(Cl)cc1Cl (stereo not drawn) | -8.9% | -2.4% | / | -0.4% | -2.3% | 12.9% | -1.5 | 48 | -7.6% | 6.8%
Cc1ccc(C)c(NC(=O)CN(C)C(=O)Cc2ccc(Cl)cc2Cl)c1 | -5.5% | 5.2% | -34.6% | 0.3% | 5.6% | -1.7% | -2.0 | 36 | 0.1% | 7.7%
COc1ccc(CN2CN(C3CCCC3)CSC2=S)cc1 | -15.0% | 3.8% | 1.5% | -0.1% | 4.8% | 2.2% | 1.9 | 49 | 0.4% | 2.6%
COc1ccccc1N1CCN(S(=O)(=O)c2cccc3nsnc23)CC1 | -26.1% | 2.0% | 22.0% | 0.5% | 0.8% | -0.7% | 1.4 | 61 | 7.2% | 7.3%
C(=N\Nc1nncc2ccccc12)/c1ccccc1 | -17.1% | 7.3% | 9.0% | -0.2% | 3.6% | -0.5% | -0.3 | 47 | -1.3% | 2.0%
COC(=O)C1CCN(C(=O)Cc2c(OC)ccc3cc(Br)ccc23)CC1 | 6.0% | 8.1% | 17.2% | 0.0% | 8.4% | -1.9% | 0.7 | 54 | -0.2% | 0.2%
CCOC(=O)C1CCCN(/C=C2\SC(=S)N(CC)C2=O)C1 (stereo not drawn) | 3.0% | 0.9% | -15.1% | 1.0% | 17.1% | 6.7% | 1.2 | 53 | -0.6% | 1.1%
CCCCCc1nc2ccccc2c(=O)n1N | -1.4% | 4.4% | 13.6% | -0.2% | 8.3% | -4.5% | -1.8 | 42 | 0.7% | 21.7%
CCOC(=O)Cn1c(CN(Cc2ccccc2)Cc2ccccc2)nc2c1c(=O)[nH]c(=O)n2C | 5.3% | 21.9% | -15.4% | -0.1% | -2.6% | -0.6% | 5.6 | 50 | 6.7% | 11.5%
Cc1cc(C)nc(SCc2nnc(SCC#N)n2-c2cccc(Cl)c2)n1 | -18.7% | -15.3% | -62.6% | 0.2% | 1.1% | -6.6% | 0.9 | 42 | -0.3% | -0.5%
O=C(c1ccco1)N(Cc1cccc([N+](=O)[O-])c1)c1ccc(Br)cc1 | -6.7% | 12.7% | -7.7%[20 µM] | 0.0% | 5.7% | / | 1.5 | 82 | 0.0% | 2.0%
COc1ccc(N/C=C2\C(=O)CCc3c2oc2cc(Cl)c(O)c(Cl)c32)cc1 | -10.1% | 4.2% | -22.5% | 12.2% | 14.1% | -2.7% | 5.5 | 88 | 0.2% | -1.3%
Cc1cc(C)cc(NC(=S)N(Cc2ccc(Cl)cc2)Cc2ccc(C(=O)O)cc2)c1 | -28.1% | 6.5% | -8.4% | 1.4% | 0.9% | -0.4% | 1.9 | 42 | -0.5% | -2.0%
Cc1ccc(-c2ccc(/C=N/N3C(=O)C4C5C=CC(C6CC56)C4C3=O)o2)c([N+](=O)[O-])c1 (stereo not drawn) | / | 8.5% | -31.9% | 0.0% | 0.3% | 2.0% | 8.6 | 45 | 0.3% | 9.3%
O=C1S/C(=C\c2cccs2)C(=O)N1c1ccc(O)cc1 | 1.4% | 1.0% | -29.9% | 0.4% | 7.6% | 1.2% | 1.0 | 89 | -0.1% | 2.0%
COC(CNS(=O)(=O)c1ccc(S(=O)(=O)N2CCCC2)cc1)OC | -11.0% | 9.9% | -20.3%[20 µM] | -0.1% | 2.2% | / | 0.6 | 60 | 1.2% | 11.2%
CCOc1ccc(C(=O)Nc2ccc(NC(=O)c3ccccc3)c(C)c2)cc1[N+](=O)[O-] | -46.4% | -4.0% | -22.2% | 0.3% | 12.6% | 16.2% | -0.2 | 74 | 9.9% | -0.4%
O=C1CC(N2CCN(c3ccc(F)cc3)CC2)C(=O)N1Cc1cccs1 (stereo not drawn) | -7.9% | 8.2% | -35.2% | 0.3% | 3.2% | 3.2% | 0.0 | 53 | 0.4% | 10.8%
Cc1cc(NC(=O)COC(=O)CSc2nc3cc(Cl)ccc3n2Cc2ccccc2)no1 | 16.9% | -1.5% | 19.6% | -0.1% | 3.5% | -7.5% | 1.8 | 50 | 0.5% | -26.8%

Laid out differently: results already given.
Order of values: NOD1 NF-kB reporter	GPR55 antagonists	KOR beta-arrestin-1	GPR55 beta-arrestin	MgcRacGAP inhibition	KOR beta-arrestin-2	NTR1 agonist	NTR1 agonist cell count 20 µM	K1F lysis inhibition	GPR35 antagonists
- O=C1S/C(=C\c2cccs2)C(=O)N1c1ccc(O)cc1
    1.4%	1.0%	-29.9%	0.4%	7.6%	1.2%	1.0	89	-0.1%	2.0%
- COC(CNS(=O)(=O)c1ccc(S(=O)(=O)N2CCCC2)cc1)OC
    -11.0%	9.9%	-20.3%[20 µM]	-0.1%	2.2%	/	0.6	60	1.2%	11.2%

Next part
SMILES | NOD1 NF-kB reporter | GPR55 antagonists | KOR beta-arrestin-1 | GPR55 beta-arrestin | MgcRacGAP inhibition | KOR beta-arrestin-2 | NTR1 agonist | NTR1 agonist cell count 20 µM | K1F lysis inhibition | GPR35 antagonists
CCn1c(=N)c(C(=O)NC)cc2c(=O)n3cccc(C)c3nc21 | -18.4% | -7.0% | -8.4% | -0.2% | 24.6% | 2.5% | / | / | -3.5% | 17.2%
COC(=O)c1ccc(NC(=S)N2CCN(Cc3ccc(Cl)cc3)CC2)cc1 | 5.5% | / | -9.7% | 0.0% | -0.6% | 3.4% | 0.5 | 60 | 1.2% | 8.8%
O=C1CCC(=O)N1CC1CC2CCC1C2 (stereo not drawn) | 0.2% | 11.8% | 13.6% | -0.1% | -11.2% | -0.8% | -0.6 | 94 | -0.4% | 13.8%
COc1ccc(Nc2nc(-c3ccc(OC)cc3)cs2)cc1 | -34.6% | 6.6% | -16.2% | -0.4% | 4.4% | 5.1% | 1.2 | 42 | 0.2% | 9.6%
CCOC(=O)c1ccc(OCc2c(C)noc2C)cc1 | -20.9% | -12.0% | -9.9% | -0.1% | 2.8% | -5.3% | -3.4 | 87 | 4.5% | 5.3%
Cn1c(SCC(=O)Nc2ccc(C(N)=O)cc2)nnc1-c1cccs1 | -20.6% | 9.0% | -7.1% | -0.2% | -1.4% | 6.2% | -0.2 | 61 | -0.2% | 4.2%
C=CCNC(=O)c1ccc2nc(-c3ccccc3)c(-c3ccccc3)nc2c1 | 23.8% | 28.7% | 20.1% | -0.1% | 6.6% | -0.7% | -1.9 | 78 | 0.2% | -3.6%
C=CCNC(=S)N/N=C/c1ccc(-c2ccc(Br)cc2)o1 | -6.5% | 0.4% | 7.0% | 0.2% | -0.1% | 4.4% | 7.1 | 69 | 5.8% | -3.4%
N#Cc1ccc(Cl)cc1NC(=O)CNCc1cccs1 | 9.3% | 3.3% | 7.9% | -0.1% | 27.9% | 4.1% | 0.4 | 93 | 0.8% | -11.2%
CC(C)CC(C(=O)NCc1ccccn1)N1C(=O)c2ccccc2C1=O (stereo not drawn) | 6.5% | -3.2% | 27.0% | -0.2% | 7.0% | 4.3% | 0.6 | 38 | 0.5% | -2.3%
Cc1nc2c(cnn2-c2ccccc2Cl)c(=O)n1-c1ccc(N2CCC(C)CC2)cc1 | 18.7% | 0.2% | / | -0.2% | 5.0% | -11.6% | 2.4 | 88 | 0.5% | -6.4%
Cc1ccc(OCC(=O)OC2CCCN(C)C2)cc1 (stereo not drawn) | -32.6% | -11.7% | -26.1%[20 µM] | 0.2% | -2.5% | / | 0.5 | 88 | 0.0% | 11.9%
CCOc1ccc(N2CC(C(=O)Nc3cccnc3)CC2=O)cc1 (stereo not drawn) | -34.8% | -8.9% | -20.7% | -0.2% | 8.8% | -2.6% | -1.6 | 52 | 0.1%[50 µM] | -0.5%
COC(=O)c1ccc(CSc2nnc3sc4ccccc4n23)o1 | -25.7% | -1.5% | 3.2% | -0.3% | 29.0% | -4.0% | -1.0 | 29 | 1.1% | -8.8%
CCCCN(CC)CCCNC(=O)c1cn(-c2ccc(OC)cc2)c(=O)c2ccccc12 | 2.5% | 6.2% | 10.5% | -0.1% | 8.6% | -3.2% | -0.7 | 83 | 0.3% | -0.5%
CC1(C)CN2C(=O)c3ccccc3C2(C)S1 (stereo not drawn) | -17.8% | 6.1% | -17.3% | -0.3% | 5.1% | -2.6% | -0.6 | 34 | 0.0% | -3.4%
Cc1nc(-c2ccc3c(c2)CCC(=O)N3)cs1 | -7.0% | 15.1% | 11.6% | 0.0% | -2.1% | -2.4% | 1.8 | 58 | -0.6% | -6.8%
Clc1ccc(CSc2nnc(-c3sccc3-n3cccc3)o2)cc1 | -37.9% | 26.5% | -10.0% | 0.0% | 5.6% | -1.5% | 5.8 | 36 | 0.4% | 8.6%
Cc1c(Br)cc(C(=O)NCc2ccco2)c(C)c1C | -19.3% | 9.5% | -19.2% | -0.2% | 9.3% | -3.3% | 0.4 | 49 | 3.4% | -2.2%
CC1(C)NS(=O)(=O)Oc2ccccc21 | -1.2% | -10.3% | -4.4%[20 µM] | -0.1% | 15.4% | -4.2% | 1.0 | 52 | 1.3% | -5.7%
C=CCNC(=O)CN1CCC(c2nc3cc(C)c(C)cc3[nH]2)CC1 | 0.2% | -1.1% | -21.1% | -0.1% | 5.3% | 1.0% | -1.3 | 84 | 1.4% | 2.3%
O=C(COC(=O)c1ccc(S(=O)(=O)NCc2ccco2)cc1)NC1CCCCC1 | 3.9% | 4.8% | 3.0% | -0.1% | 1.5% | -7.5% | 5.1 | 93 | -1.4% | 3.7%
